D3 antag – antagonists of human D3 dopamine receptor; P35462; D3R cells, DiscoveRx beta-arrestin luminescence, antagonist mode; hits give low values; max response, negative = inhibition, %; 360,000 tested, 2.5% active; in the data active = max response below about -50%; inconclusive = no clear call, values can overlap the other calls; note: % is set by controls: 0 for no effect and ±100 for the full control effect; mostly tested at two doses, the higher about 12 µM
Target sequence (P35462 whole entry, looked up): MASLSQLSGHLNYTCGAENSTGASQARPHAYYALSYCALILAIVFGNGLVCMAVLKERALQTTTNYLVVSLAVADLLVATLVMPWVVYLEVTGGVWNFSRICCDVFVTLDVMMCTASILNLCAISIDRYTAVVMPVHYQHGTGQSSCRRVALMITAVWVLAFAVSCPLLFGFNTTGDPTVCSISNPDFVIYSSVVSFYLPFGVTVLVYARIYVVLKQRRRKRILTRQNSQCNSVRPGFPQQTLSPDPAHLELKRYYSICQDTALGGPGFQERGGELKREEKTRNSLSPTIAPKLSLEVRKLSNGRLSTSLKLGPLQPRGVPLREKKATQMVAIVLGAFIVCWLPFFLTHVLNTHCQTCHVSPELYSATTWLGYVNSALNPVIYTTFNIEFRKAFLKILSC
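Cells expressing the human receptor were seeded at 1500 cells/well, incubated overnight at 37 degrees C in 5% CO2, then exposed to library compounds with dopamine controls for 90 minutes at 37 degrees C before luminescent detection.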
GLP-1R agonist – agonists of human GLP-1 receptor; P43220; HEK293 GLP-1R CRE-luciferase, luminescence, 4-6 h; cells express a hypersensitive GLP-1R form; Potency, µM (titrated, usually from 45.6 µM), without a hit: at the top dose activation, actives largely listed as activators; 380,000 tested, 0.007% active; note: potency is the fitted concentration of half-maximal effect; % of control where 0% means no effect
KB-V1 MDR tox – kills drug-selected multidrug resistant KB-V1 cells; 400,000 tested, 3.4% active; KB-V1 MDR cells viability, CellTiter-Glo, 72 h; Potency, µM (series often up to 46.1 µM), without a hit: at the top dose activity change, negative = cytotoxicity, actives largely listed as cytotoxic; note: potency is the fitted concentration of half-maximal effect; % is set by controls: 0 for no effect and ±100 for the full control effect; nearly all actives have a fitted effect of over 60% in size
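KB-V1 cells (P-gp-expressing MDR subline of KB-3-1) in phenol-red-free DMEM with 10% FBS were exposed to library compounds over a concentration series for 72 h at 37 degrees C. Viability read by CellTiter-Glo luminescence; concentration-effect curves fitted after normalization.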
TDP-43 yeast inh – TDP-43 toxicity inhibition in yeast; TDP-43 expressing yeast growth rescue, BacTiter-Glo, 24 h; Potency, µM (series often up to 46.1 µM), inactives show at the top dose growth rescue (activation), usual class: activators; 410,000 tested, 1.8% active; AID 652104; note: potency is the fitted concentration of half-maximal effect; % of control where 0% means no effect; nearly all actives have a fitted effect of over 50% in size
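Yeast expressing TDP-43 (pregrown in raffinose, seeded at OD600=0.02 in galactose medium) exposed to compounds 24 hr at 30 deg C. Growth read by BacTiter-Glo luminescence; rescue of toxicity appears as increased signal.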
aSyn rescue – alpha-synuclein toxicity inhibition in yeast; Yeast expressing alpha-synuclein, growth rescue, BacTiter-Glo, 24 h; Potency, µM (series often up to 46.1 µM), without a hit: at the top dose growth rescue (activation), hits mostly activators; 370,000 tested, 0.14% active; AID 652106; note: potency is the fitted concentration of half-maximal effect; % of control where 0% means no effect; nearly all actives have a fitted effect of over 65% in size
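Readout is rescue of growth in alpha-synuclein-expressing yeast, so inhibitors of toxicity appear as activators. Growth after 24 hr at 30 deg C in galactose medium is quantified by luminescence.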
D3 ag – activates the human D3 dopamine receptor | max activation, % | P35462 | 410,000 tested, 0.58% active | D3R DiscoveRx beta-arrestin cells, luminescence, 90 min; in the data active = max activation above about 30%; note: 0% is about no effect; mostly tested at two doses, the higher about 12 µM
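Agonist-mode cell screen: cells plated at 1500/well and incubated overnight at 37 °C, then exposed to library compounds for 90 min at 37 °C. Detection reagent was added for 30–60 min at room temperature, and luminescence was read.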
PTHR1 agonist – activates the human parathyroid hormone receptor PTHR1; Q03431; HEK293 GP2 PTHR1 cells, GloSensor cAMP luminescence, 1 h; Potency, µM (series often up to 115 µM), without a hit: at the top dose activation, actives largely listed as activators; 410,000 tested, 0.075% active; note: potency is the fitted concentration of half-maximal effect; nearly all actives have a fitted effect of over 55% in size; some results filed as inactive show a strong effect at the top dose; inactives centre near -15; many of its hits are not listed in these tables
Target sequence (Q03431 whole entry, looked up): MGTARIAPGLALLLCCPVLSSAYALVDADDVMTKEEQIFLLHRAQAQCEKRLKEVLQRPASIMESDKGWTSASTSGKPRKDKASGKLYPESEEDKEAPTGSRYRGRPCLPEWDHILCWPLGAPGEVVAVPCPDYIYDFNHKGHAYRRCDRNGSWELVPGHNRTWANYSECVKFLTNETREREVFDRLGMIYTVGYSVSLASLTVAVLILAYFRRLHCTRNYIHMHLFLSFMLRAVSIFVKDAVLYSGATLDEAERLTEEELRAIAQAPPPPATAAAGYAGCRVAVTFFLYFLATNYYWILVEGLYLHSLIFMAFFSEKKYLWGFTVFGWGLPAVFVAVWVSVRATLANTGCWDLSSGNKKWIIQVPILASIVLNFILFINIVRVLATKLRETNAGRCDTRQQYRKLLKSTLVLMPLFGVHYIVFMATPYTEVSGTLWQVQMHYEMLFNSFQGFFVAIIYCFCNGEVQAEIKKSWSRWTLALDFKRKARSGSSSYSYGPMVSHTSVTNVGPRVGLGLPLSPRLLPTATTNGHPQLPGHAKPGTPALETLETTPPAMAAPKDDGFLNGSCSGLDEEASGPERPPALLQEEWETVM
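HEK-293-derived GP2 cells expressing PTHR1 and a GloSensor cAMP reporter, 3,000/well, plated overnight, given luciferin plus IBMX (each 0.5 mM as added) for 1 h at 37 °C, then compound for 1 h at 37 °C. Luminescence was read after 15 min at room temperature.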
HEK293 tox – cytotoxicity counter-screen for GLP-1 receptor inverse agonists | HEK293 cAMP-luciferase reporter cells, luminescence, 24 h | Potency, µM (top dose mostly 38.3 µM), without a hit: at the top dose activity change, negative = inhibition, most hits filed as inhibitors | 410,000 tested, 0.13% active | AID 624418;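 note: loss of luciferase light is scored as toxicity; potency is the fitted concentration of half-maximal effect; % is set by controls: 0 for no effect and ±100 for the full control effect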
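MLSMR compounds, 24 hr on cells at 37 deg C/5% CO2; luminescence after luciferase reagent (12 min RT). Inhibition counted as the undesired cytotoxic outcome.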
GLP-1R inv ag – acts as inverse agonist at human GLP-1 receptor. HEK293 GLP-1R CRE-luciferase, luminescence, 24 h; GLP-1R form is constitutively active. Potency, µM (series often up to 38.3 µM), without a hit: top-dose activity change, negative = inhibition, actives largely listed as inhibitors. 410,000 tested, 1.6% active. AID 624417; note: potency is the fitted concentration of half-maximal effect; % is set by controls: 0 for no effect and ±100 for the full control effect; nearly all actives have a fitted effect of over 55% in size
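Assay principle: reduced luminescence from a cAMP-responsive reporter in HEK293 cells co-expressing a constitutively active GLP-1R. Conditions: 24 hr compound incubation, 37 deg C, 5% CO2.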
* = called active by the depositor; i = inactive; ? = inconclusive; . = no result given; [ ] = dose if it differs, or a comment. Unless noted, calls come from the whole dose curve; as a rule, active = well fitted curve in the direction sought with a large enough effect; inconclusive = small, poorly fitted or top-dose-only effect, or another doubt; inactive = no such curve, though single readings can be large; an effect the other way counts as inactive or inconclusive.

Short forms: A = D3 antag; B = GLP-1R agonist; C = KB-V1 MDR tox; D = TDP-43 yeast inh; E = aSyn rescue; F = D3 ag; G = PTHR1 agonist; H = HEK293 tox; I = GLP-1R inv ag
#1 Nc1nc(NCc2ccco2)nn1-c1ccccc1
  A = -20.7	B = 3.4%	C = 12.9%	D = -12.8%	E = -0.7%	F = -0.8	G = -4.4%	H = 0.3%	I = 20.2%

#2 Cn1ncc(Br)c1NC(=O)Nc1ccccc1
  A = -1.7	B = -4.1%	C = -5.0%	D = -5.6%	E = -4.7%	F = -5.6	G = i	H = -2.0%	I = 4.2%

#3 CC(C)Cn1c(=O)c2sccc2n2c(CCCC(=O)NC3CCN(Cc4ccccc4)CC3)nnc12
  A = 1.0	B = 12.0%	C = -8.1%	D = -5.0%	E = 3.8%	F = -8.6	G = -9.6%	H = -0.2%	I = 4.2%

#4 COc1cc(OC)cc(-c2c(-c3cccs3)c3cc(-c4ccc(OCc5ccccc5)cc4)ccc3n2C)c1
  A = -26.3	B = -3.4%	C = -10.9%	D = 4.2%	E = -5.8%	F = 4.9	G = -23.8%	H = 2.8%	I = -6.2%

#5 N#CC1=C(S)N(c2ccccc2)C(c2ccc(-c3ccc(Cl)c(Cl)c3)o2)NC1=O (stereo not drawn)
  A = -1.6	B = -0.9%	C = 1.6%	D = 20.5%	E = 0.5%	F = 2.7	G = i	H = -8.5%	I = -25.7%

#6 COCCNc1nc(C)cc(-c2cc(-c3ccc(Cl)cc3)on2)n1
  A = 0.0	B = 5.6%	C = -3.1%	D = ?	E = 3.3%	F = -8.7	G = i	H = 4.2%	I = 16.6%

#7 COc1ccc(C(=O)NC(=S)SCC(=O)O)cc1
  A = 13.6	B = -0.5%	C = 0.0%	D = -13.4%	E = -5.2%	F = -6.1	G = -5.6%	H = 3.7%	I = 9.5%

#8 Cn1c(NC(=O)c2cccs2)c(-c2cccs2)c(=O)c2ccccc21
  A = -22.7	B = -10.6%	C = -11.4%	D = 13.0%	E = 1.2%	F = -1.5	G = -1.2%[57.5 µM]	H = -15.8%	I = 0.0%

#9 Brc1ccc(CSc2nccn2-c2ccccc2)cc1
  A = -22.7	B = 1.1%	C = -5.3%	D = 6.0%	E = -0.8%	F = 2.3	G = i	H = 4.8%	I = ?

#10 COc1cccc(-n2nnc3c(=O)n(Cc4c(F)cccc4Cl)cnc32)c1
  A = -3.7	B = 0.4%	C = -0.7%	D = -5.7%	E = -5.6%	F = 0.4	G = i	H = -13.6%	I = 7.1%

#11 Cc1ccc([N+](=O)[O-])cc1N
  A = -5.1	B = -0.2%	C = 7.3%	D = -14.7%	E = -7.6%	F = -0.3	G = -21.4%	H = 4.8%	I = 14.4%

#12 C[C@H]1[C@H](C)CC[C@]2(C(=O)O)CC[C@]3(C)C(=CC[C@@H]4[C@@]5(C)C[C@@H](O)[C@H](O)C(C)(C)[C@@H]5CC[C@]43C)[C@H]12
  A = 0.0	B = -1.4%	C = -2.7%	D = -5.9%	E = 1.3%	F = -8.7	G = 6.5%	H = -0.3%	I = 14.2%

#13 Cc1ccc(C(=O)NC2CCN(CCCC(=O)c3ccc(F)cc3)CC2)cc1
  A = -28.4	B = 1.3%	C = -10.8%	D = 0.2%	E = -3.6%	F = -9.6	G = i	H = -25.5%	I = -13.3%

#14 O=C(/C=C\N1CCOCC1)c1ccc(Br)cc1
  A = 4.1	B = 0.1%	C = 0.1%	D = -90.9%[inhibitor]	E = -76.1%[inhibitor]	F = 2.3	G = i	H = -0.3%	I = -2.7%

#15 CC(C)Oc1ccc(CNCC2(O)CCOC(C)(C)C2)cc1 (stereo not drawn)
  A = -24.9	B = 3.2%	C = 12.6%	D = -1.3%	E = -6.1%	F = -0.7	G = i	H = 3.2%	I = -24.4%

#16 CCOC(=O)c1c(C)[nH]c(C(=O)OCC(=O)NC2CCS(=O)(=O)C2)c1C (stereo not drawn)
  A = -24.1	B = 2.6%	C = -12.8%	D = -7.5%	E = -3.9%	F = -9.8	G = 26.3%[57.5 µM]	H = 2.5%	I = 1.7%

#17 Cc1ccccc1-c1noc(CCC(=O)NC2CCCCC2)n1
  A = 0.3	B = 14.7%	C = -24.8%	D = 10.8%	E = 11.0%	F = 8.4	G = i	H = -3.1%	I = ?

#18 C[C@H](CO)N1C[C@H](C)[C@@H](CN(C)C(=O)Nc2ccc3c(c2)OCCO3)OCc2cnnn2CCCC1=O
  A = 13.7	B = -2.7%	C = ?	D = 4.9%	E = 1.0%	F = -1.3	G = -19.5%	H = -2.7%	I = 5.3%

#19 CC(C)[C@H](NC(=O)N1CCn2c1nc1ccccc12)C(=O)NCc1ccco1
  A = 2.2	B = 10.6%	C = -13.5%	D = 14.6%	E = 2.0%	F = 5.5	G = i	H = -3.5%	I = -1.9%

#20 CC1CCCCN1C(=O)Cc1ccc(Cl)cc1 (stereo not drawn)
  A = 6.6	B = 1.5%	C = 8.0%	D = 5.5%	E = 2.2%	F = 2.9	G = -9.8%	H = -6.5%	I = ?

#21 O=c1cc(-c2ccc(O)cc2)oc2c(-c3c(O)cc(O)c4c(=O)cc(-c5ccc(O)cc5)oc34)c(O)cc(O)c12
  A = -2.3	B = -1.5%	C = 17.2%	D = 17.0%	E = 5.3%	F = 3.8	G = i	H = 3.8%	I = 23.9%

#22 Cc1ccccc1OCC(=O)Nc1cccc(C(=O)O)c1
  A = -0.2	B = -2.9%	C = -13.8%	D = -4.7%	E = -0.4%	F = 1.0	G = -45.7%[inhibitor]	H = -5.2%	I = ?

#23 O=Cc1ccc(N2CCCC2)c(F)c1
  A = 10.7	B = 0.9%	C = -2.4%	D = -19.1%	E = -2.6%	F = -1.9	G = i	H = 0.0%	I = -8.7%

#24 CCCCN(C(=O)CSc1nc2ccccc2n1CC)C1CCS(=O)(=O)C1 (stereo not drawn)
  A = -3.4	B = 2.5%	C = 5.8µM*	D = 13.9%	E = -4.5%	F = -3.9	G = i	H = -13.5%	I = 0.9%

#25 COc1cccc(C(c2sc3nc(-c4ccco4)nn3c2O)N2CCC(C)CC2)c1 (stereo not drawn)
  A = .	B = .	C = 2.3%	D = 0.0%	E = .	F = 7.6	G = i	H = -11.0%	I = 6.4%

One compound at a time, from the list above.
Results for `O=c1cc(-c2ccc(O)cc2)oc2c(-c3c(O)cc(O)c4c(=O)cc(-c5ccc(O)cc5)oc34)c(O)cc(O)c12` : D3 antag: -2.3; GLP-1R agonist: -1.5%; KB-V1 MDR tox: 17.2%; TDP-43 yeast inh: 17.0%; aSyn rescue: 5.3%; D3 ag: 3.8; PTHR1 agonist: i; HEK293 tox: 3.8%; GLP-1R inv ag: 23.9%
Results for `COc1cccc(C(c2sc3nc(-c4ccco4)nn3c2O)N2CCC(C)CC2)c1` (stereo not drawn) : D3 antag: .; GLP-1R agonist: .; KB-V1 MDR tox: 2.3%; TDP-43 yeast inh: 0.0%; aSyn rescue: .; D3 ag: 7.6; PTHR1 agonist: i; HEK293 tox: -11.0%; GLP-1R inv ag: 6.4%

Some of the entries so far, with two lines to a compound:
Under each structure: D3 antag | GLP-1R agonist | KB-V1 MDR tox | TDP-43 yeast inh | aSyn rescue | D3 ag | PTHR1 agonist | HEK293 tox | GLP-1R inv ag
6	COCCNc1nc(C)cc(-c2cc(-c3ccc(Cl)cc3)on2)n1
  0.0 | 5.6% | -3.1% | ? | 3.3% | -8.7 | i | 4.2% | 16.6%
7	COc1ccc(C(=O)NC(=S)SCC(=O)O)cc1
  13.6 | -0.5% | 0.0% | -13.4% | -5.2% | -6.1 | -5.6% | 3.7% | 9.5%

2 entries from above in another layout.
cpd	compound	D3 antag	GLP-1R agonist	KB-V1 MDR tox	TDP-43 yeast inh	aSyn rescue	D3 ag	PTHR1 agonist	HEK293 tox	GLP-1R inv ag
21	O=c1cc(-c2ccc(O)cc2)oc2c(-c3c(O)cc(O)c4c(=O)cc(-c5ccc(O)cc5)oc34)c(O)cc(O)c12	-2.3	-1.5%	17.2%	17.0%	5.3%	3.8	i	3.8%	23.9%
22	Cc1ccccc1OCC(=O)Nc1cccc(C(=O)O)c1	-0.2	-2.9%	-13.8%	-4.7%	-0.4%	1.0	-45.7%[inhibitor]	-5.2%	?

The list is partial; count on the stated rates, not on these rows.
